FAS TE block = FAS thioesterase domain inhibitors, primary screen, biochemical, fluorescence intensity, uHTS. recombinant FAS-TE, OMFH fluorogenic substrate, fluorescence endpoint. Fatty acid synthase (Homo sapiens), P49327. inhibition, % at 15 µM. AID 602261, 2012. 360,000 tested, 0.67% active;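 active = compounds whose normalised, plate-corrected inhibition of enzyme fluorescence in the single-dose primary screen is 50% or more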;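 note: 0% = DMSO with enzyme and 100% = substrate without enzyme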
SKN-1 inh = suppressors of acrylamide-induced Pgst-4::GFP reporter in worms, primary screen, SKN-1 inhibitor project, whole organism, uHTS, GFP/RFP fluorescence ratio, strain VP596. C. elegans VP596 Pgst-4::GFP/RFP ratio, 24 h. inhibition, % at 21.8 µM. AID 624304, 2012. 360,000 tested, 0.49% active;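 active = interference check ratio from 0.5 to 1.5 plus GFP to RFP signal ratio inhibition reaching or exceeding a fixed threshold, cut at about 30% in these data, passing the limit was not always enough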; note: some compounds called inactive have numbers as strong as hits
Tb MetRS inh = T. brucei MetRS inhibitors, primary screen, biochemical, luminescence. methionyl-tRNA synthetase (Trypanosoma brucei brucei). purified T. brucei MetRS, ATP depletion, Kinase-Glo luminescence. inhibition, % at 11.9 µM. 360,000 tested, 0.4% active;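 active = inhibition above a per-plate cutoff of the control wells' mean inhibition plus 3 SD, cut at about 5.5% in these data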;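 note: 0% = DMSO wells median and 100% = median of wells with control inhibitor compound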
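Dosing: 11.9 µM compound single dose, 0.9% DMSO; Assay system: purified T. brucei MetRS enzyme; Measured by: Kinase-Glo luciferase luminescence reporting remaining unconsumed ATP; Schedule: 15 min plus 2 h at 25 °C.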
MLLE-PAM2 inh = inhibitors of PABP1 MLLE–PAM2 peptide binding, primary screen, biochemical, fluorescence polarization, FITC-PAM2, GST-MLLE. 360,000 tested, 0.36% active. inhibition, % at 20 µM. AID 588489, 2011. Polyadenylate-binding protein 1 (Homo sapiens), P11940; in the data active = inhibition above about 35%, passing the limit was not always enough;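 note: plate controls were DMSO wells with GST-MLLE for no effect and wells lacking GST-MLLE protein for full effect; some results filed as inactive read as strong as hits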
NRP1-CendR mod = modulators of CendR peptide binding to NRP-1, primary screen, biochemical, fluorescence polarization, uHTS; FAM-RPARPAR peptide binding to NRP-1; 360,000 tested, 0.85% active; Neuropilin-1 (Homo sapiens), O14786; inhibition, % at 25 µM;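 active = inhibition or corrected inhibition above about 18%, plus a signal ratio from 0.5 to 1.5, limit read from the data, passing the limit was not always enough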; note: strong numbers were not always called active
Target sequence (O14786 whole entry, looked up): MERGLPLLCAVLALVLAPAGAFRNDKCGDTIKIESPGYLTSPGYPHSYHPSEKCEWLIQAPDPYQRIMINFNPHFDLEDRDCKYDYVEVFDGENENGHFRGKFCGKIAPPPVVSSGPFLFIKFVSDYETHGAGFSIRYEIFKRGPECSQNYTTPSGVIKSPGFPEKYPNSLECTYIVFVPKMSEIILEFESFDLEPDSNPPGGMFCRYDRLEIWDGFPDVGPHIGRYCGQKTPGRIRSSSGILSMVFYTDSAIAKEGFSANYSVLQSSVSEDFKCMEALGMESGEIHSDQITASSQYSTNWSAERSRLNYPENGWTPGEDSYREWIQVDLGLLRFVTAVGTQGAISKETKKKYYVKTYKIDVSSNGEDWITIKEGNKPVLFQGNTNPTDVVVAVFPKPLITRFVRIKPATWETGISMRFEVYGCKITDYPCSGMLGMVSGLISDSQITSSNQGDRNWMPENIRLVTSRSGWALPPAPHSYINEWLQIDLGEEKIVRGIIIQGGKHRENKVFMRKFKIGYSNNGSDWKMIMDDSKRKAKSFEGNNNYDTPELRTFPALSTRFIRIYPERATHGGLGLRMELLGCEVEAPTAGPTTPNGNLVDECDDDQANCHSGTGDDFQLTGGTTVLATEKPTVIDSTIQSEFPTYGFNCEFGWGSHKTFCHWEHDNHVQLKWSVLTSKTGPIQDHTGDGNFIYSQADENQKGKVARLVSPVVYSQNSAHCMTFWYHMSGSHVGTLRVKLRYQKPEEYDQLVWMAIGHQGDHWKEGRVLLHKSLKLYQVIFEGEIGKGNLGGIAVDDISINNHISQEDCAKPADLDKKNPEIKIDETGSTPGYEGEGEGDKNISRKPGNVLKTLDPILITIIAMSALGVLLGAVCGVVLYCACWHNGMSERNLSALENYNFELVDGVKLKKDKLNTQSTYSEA
MsrA act = bovine MsrA enzyme activators, primary screen, biochemical, absorbance, HTS; activation, % at 10.6 µM; Methionine sulfoxide reductase A (Bos taurus); AID 602163, 2012; 360,000 tested, 0.3% active; purified bovine MsrA, absorbance read-out; in the data active = activation above about 7.5%;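 note: 0% = vehicle and 100% = reference activator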
MsrA inhibitor = bovine MsrA enzyme inhibitors, primary screen, biochemical, absorbance, HTS; Methionine sulfoxide reductase A (Bos taurus); purified bovine MsrA, absorbance read-out; inhibition, % at 15.5 µM; 360,000 tested, 0.75% active; in the data active = inhibition above about 4.5%;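 note: 0% = vehicle wells with enzyme and 100% = reference inhibitor wells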
E coli Lon inh = inhibitors of E. coli Lon protease, primary screen, biochemical, fluorescence polarization. P0A9M0. purified E. coli Lon protease. inhibition, % at 7.94 µM. 360,000 tested, 0.42% active; in the data active = inhibition above about 13%, passing the limit was not always enough;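 note: 0% = enzyme with probe and DMSO and 100% = no enzyme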
MT1-MMP act inh = blockers of MT1-MMP proenzyme processing, primary screen, HT1080 RFP-PRO-GFP cells, GFP/RFP fluorescence; 360,000 tested, 0.061% active; GFP/RFP ratio fluorescence, overnight; percent of plate control window, DMSO zero; Matrix metalloproteinase-14 (Homo sapiens), P50281; AID 651647, 2012; GFP/RFP ratio change, % at 20 µM;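 active = GFP/RFP ratio change of at least 30% with cell ATP level not reduced by more than half and red fluorescence within 50% of control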; note: strong numbers were not always called active
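Material: RFP-PRO-GFP reporter HT1080 cells. Dosing: single-point 20 µM compound, 1% DMSO. Controls: DMSO and RFP-L50D-GFP cell wells. Timing: cells overnight before dosing, compound overnight, 37 °C, 5% CO2. Measure: GFP/RFP fluorescence ratio.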
* hit, by the source's call; i = inactive; · = no result given. This is a random part of the collection; any-hit rate near 4%.

The line under a structure holds: FAS TE block	MT1-MMP act inh	MsrA act	E coli Lon inh	MLLE-PAM2 inh	SKN-1 inh	NRP1-CendR mod	Tb MetRS inh	MsrA inhibitor
Cc1ccc(NC(=O)C2=CC(c3ccc(C)cc3)=NS(=O)(=O)N2C)cc1
    25	4	-1	7	6	7	21*	-0.4	2.1
CCN(CC)c1ccc2cc(C(C)=O)c(=O)oc2c1
    -60	-1	-1	i	-64	-26	-40	0.1	0.7
CCCCCCCCNC(C)C(O)c1ccc(SC(C)C)cc1 (stereo not drawn)
    ·	-15	-1	8	-2	6	-4	-0.6	-0.6
COc1ccc(C2SCCN2S(=O)(=O)c2ccc(F)cc2)cc1OC (stereo not drawn)
    7	0	-1	-5	8	4	3	-0.5	-1.1
CSc1cccc(NC(=O)c2nnn(CC(=O)Nc3cc(C)cc(C)c3)c2N)c1
    -4	2	-1	-6	1	3	-10	-0.5	0.7
COc1ccc2c3c(c(=O)oc2c1OCC(=O)C(C)(C)C)CCCC3
    5	0	1	-5	-3	2	20	0.0	1.2
C#CCOCCOCCOCCNc1nc(N2CCN(C(=O)[C@H](CO)n3cc([C@@H](N)C(C)C)nn3)CC2)nc(N2CCN(C(=O)[C@H](CO)n3cc([C@@H](N)C(C)C)nn3)CC2)n1
    -7	2	0	-3	3	13	-2	0.3	2.1
COc1ccc(NC(=O)C2(C)CCN2CCOc2ccccc2)cc1OC (stereo not drawn)
    -4	9	-6	0	9	-2	23	-0.1	-1.2
O=c1c2ccccc2n2c(-c3ccc(C(F)(F)F)cc3)nnc2n1Cc1ccccc1
    -3	3	0	-5	-9	-7	1	-0.8	-0.2
COc1cccc(NC(=S)Nc2ccc(O)cc2)c1
    -4	7	-1	-3	14	-2	18	0.4	0.7
O=C(NCc1ccccc1)c1ccc(C(=O)N(C2CCCCC2)C2CCCCC2)cc1
    16	-14	-2	-4	-16	9	-1	-0.6	-0.9
CC(C)CCNC(=O)CCSCCC(=O)NCCC(C)C
    -7	2	2	-3	13	6	-19	0.2	-0.2
COCCCNC(=O)COc1cc2c(c3oc(=O)c(C)c(C)c13)CCC(C)(C)O2
    -4	6	-3	1	6	0	-8	1.1	2.5
CCOC(=O)CSc1nnc(Cc2cc(=O)[nH]c(=O)[nH]2)n1-c1cccc(OC)c1
    -8	1	-2	1	2	-15	4	0.1	0.5
Cc1ccc(NC(=O)c2nc[nH]c2C(=O)N(C)Cc2ccccc2)cc1
    11	4	-3	-17	7	16	13	-0.1	-0.6
Cc1ccc2nc(Cc3ccc(N)cc3)oc2c1
    -10	9	-12	-3	-1	-2	10	-1.3	1.1
Cc1cc(NS(=O)(=O)c2ccc(NC(=O)/C=C/c3c(F)cccc3Cl)cc2)nc(C)n1
    -6	3	-4	3	-4	3	-6	-0.2	0.3
O=C(CSc1ccc(-c2cccc([N+](=O)[O-])c2)nn1)NCc1ccccc1
    28	-2	-4	5	22	1	3	-0.2	-0.5
CN(c1ccc(OCC(=O)N2CCN(c3ccc(F)cc3)CC2)cc1)S(=O)(=O)c1cccs1
    17	2	-7	6	2	-6	-4	-0.4	0.3
CCC1Oc2ccc(C)cc2N(CC(=O)NCCCN2CCCCC2C)C1=O (stereo not drawn)
    -5	-4	-4	1	8	19	-8	0.1	0.6
COc1ccc(S(=O)(=O)N(C(=O)C(C)C)c2ccc3oc(=O)sc3c2)cc1
    34	7	7	10	38*	21	-1	0.3	2.0
CCOC(=O)Nc1ccc2c(CN3CCN(S(=O)(=O)c4ccc(C(C)C)cc4)CC3)cc(=O)oc2c1
    25	-2	-3	-7	-5	5	-9	-0.3	-0.7
COc1ccc(NC(=O)Nc2cccc3c2O[C@@H](CN(C)S(=O)(=O)c2cn(C)cn2)[C@@H](C)CN([C@H](C)CO)C3=O)cc1
    -10	2	-2	1	-3	3	-6	-0.3	-0.6
CC(C)(C)SCCNC(=O)CN1C(=O)c2cccc3cccc1c23
    1	4	-4	-1	0	-10	6	-0.5	-0.7
OC[C@H]1O[C@H](OCCc2ccc(O)cc2)[C@H](O)[C@@H](O)[C@@H]1O
    -7	-1	-1	-2	1	10	-4	-0.4	0.3
COc1ccc(OC)c(NC(=O)c2cnc3n(c2=O)CCS3)c1
    4	1	-3	-5	24	3	-5	-0.1	0.9
CC(=O)c1ccc(NC2c3ncccc3C(=O)N2Cc2ccc(F)cc2)cc1 (stereo not drawn)
    -4	·	-2	5	2	-1	-13	-0.1	2.6
COc1ccc(CCN2CC(O)=C(c3nc4ccccc4c(=O)[nH]3)C2=N)cc1OC
    0	8	-2	-10	2	20	-20	-0.6	0.7
O=C(N=Nc1c(O)[nH]c2ccccc12)c1ccco1
    -3	-1	-9	2	1	8	6	-1.2	6.8*
Cc1ccc(C2=N/C(=C\N3CCCCC3)C(=O)O2)cc1
    4	-2	-15	-6	8	7	-2	-0.6	6.1*
Cc1cc(OCC(=O)OCC(=O)N2c3ccccc3NC(=O)C2(C)C)ccc1Cl
    22	1	-2	-10	-36	-2	-3	-0.4	-0.2
CC(=O)N1CCN(c2ccc(NCc3ccc(Br)o3)cc2)CC1
    -10	6	1	3	19	29	10	-0.2	0.5
O=C(NCCO)c1ccc(-c2ccc3nncn3c2)cc1
    -12	5	-5	2	10	-4	15	-0.1	-0.5
CCOC(=O)Cn1nc(C)n(-c2ccccc2)c1=O
    -8	0	-4	2	2	-7	-5	-0.3	0.8
COCCCNC(=O)c1cc2cc(Br)ccc2oc1=O
    -1	0	-2	4	-16	0	-7	-1.0	-0.2
C=CCn1c(NCCO)nc2c1c(=O)n(C)c(=O)n2C
    -8	2	-2	-2	-3	-2	-12	-0.5	0.2
O=C(CC(=O)Nc1ccccc1)Nc1ccccc1
    -2	6	-9	9	12	-10	6	-0.4	-0.3
Cc1ccc(-c2csc(NC(=O)CSc3nnc4c(n3)[nH]c3ccccc34)n2)cc1
    16	-2	1	-2	-10	-5	0	7.7*	0.8
CC(C)(C)c1ccc(NNC(=O)C2CCC2)cc1
    -2	2	-2	-1	0	7	2	0.1	0.5
Cc1ccc(SC2=C[C@@]3(O)CC[C@@H](O)[C@@](Sc4ccc(C)cc4)(C2=O)[C@H]3O)cc1
    -4	4	-7	4	·	-2	-5	-1.3	1.3
COc1ccc(CCNC(=O)C(=O)NCC2OCCN2S(=O)(=O)c2cc(F)ccc2F)cc1OC (stereo not drawn)
    -7	2	2	-2	-18	5	1	-0.5	-0.2
CC(=O)Nc1ccc(S(=O)(=O)N2CCCCC2c2cccnc2)cc1 (stereo not drawn)
    -8	2	1	5	-6	-1	0	0.3	1.7
CCCOc1ccc(C(=O)NCCN2CCOCC2)cc1
    -4	3	-1	5	-14	14	8	-1.4	-0.1
Fc1ccc(-c2cc(-c3nnc4n3CCCCC4)c3ccccc3n2)cc1
    -5	2	-7	-10	6	8	4	-0.6	0.1
CCN1C(=O)/C(=C/c2cccs2)S/C1=N\S(=O)(=O)c1ccc(C)cc1
    31	-2	-3	1	0	3	3	0.7	-0.1
COc1cccc(CNC(=O)CCn2ccc3cc(S(=O)(=O)N4CCC(C)CC4)ccc32)c1
    12	4	0	-1	-5	3	7	-0.5	-0.9
Cc1ccc(NS(=O)(=O)c2ccc(N3CCN(c4ccc(O)cc4)CC3)c([N+](=O)[O-])c2)c(C)c1
    9	-6	-13	-4	13	-3	-6	-1.4	-1.6
O=C1CCn2c1c(O)c1ccccc1c2=O
    16	-37	-8	37	45*	-2	10	0.0	-0.1
CCc1c(-c2ccccc2OC)ncn1Cc1cccc(-c2ccccc2)c1
    ·	8	·	·	·	1	-4	0.1	0.7
Cc1ccc(NC(=O)N2CCC(NC(=O)c3ccco3)CC2)cc1
    0	1	-9	-1	11	-5	12	-1.4	-0.3
O=C(Cc1ccc(Br)cc1)N1CCN(c2ccc(F)cc2)CC1
    2	5	-3	-5	-8	20	23*	-0.1	-1.1
COCCN(CCOC)Cc1cc(=O)oc2cc(C)c(C)cc12
    -4	0	-5	-15	3	17	-11	0.1	0.5
Cc1ccc(OCc2cc(C(=O)N3CCN(c4ccccc4)CC3)no2)cc1C
    17	-2	-5	9	0	9	17	-0.6	-0.4
CC(C)CC(NC(N)=O)C(=O)NCc1ccccc1Cl (stereo not drawn)
    -4	0	-5	0	1	-4	-8	0.0	-1.3
CCCCNC(=O)CNC(=O)c1nn(-c2ccc(OC)cc2)c(=O)c2ccccc12
    -2	1	-4	7	11	11	8	-0.5	0.0
CCN1CCN(c2cc(C)c3cc(NC(=S)NCCCOC)ccc3n2)CC1
    -4	-5	-1	-13	14	6	3	-0.2	2.0
COc1cccc(CN2CCNC(=O)C2CC(=O)NCc2cn3ccccc3n2)c1OC (stereo not drawn)
    1	-2	-9	-8	15	4	5	-1.2	-0.6
CC(=O)Nc1nnc(SCC(=O)NC(C)(C)C)s1
    -8	-1	-3	5	7	3	1	-0.4	-0.2
Cc1ccccc1OCC(=O)NNC(=O)c1ccc2c(=O)n3c(nc2c1)CCC3
    -2	-2	-7	-7	3	-21	2	0.0	1.8
CCn1c(CNC(=O)c2ccco2)nnc1SCC(=O)Nc1cc(F)ccc1C
    -6	3	-5	-11	-3	3	3	-0.3	-1.6

(list continues)
The line under a structure holds: FAS TE block	MT1-MMP act inh	MsrA act	E coli Lon inh	MLLE-PAM2 inh	SKN-1 inh	NRP1-CendR mod	Tb MetRS inh	MsrA inhibitor
O=C(c1ccc(Sc2ccc(F)cc2)c([N+](=O)[O-])c1)N1CCOCC1
    -3	1	-2	1	8	10	-4	0.7	0.2
NC(=O)c1ccc[n+](CC(=O)c2cccc([N+](=O)[O-])c2)c1
    -1	1	-2	-19	1	0	4	-0.4	1.3
COc1ccccc1NCC(=O)NNCC(=O)Nc1ccc(F)c(Cl)c1
    3	-4	1	1	-1	13	12	0.4	0.2
CC(C)NC(=O)c1ccc2c(c1)N(CC(=O)N1CCCCC1)C(=O)C(C)(C)O2
    -2	-1	-3	3	0	1	5	-0.7	1.1
CCOC(=O)CNC(=O)CSc1nnc(C)c(=O)[nH]1
    -16	-2	1	4	3	-3	3	-0.3	-1.1
Cc1ccn(C(C)CC(=O)Nc2ccc(-c3ccno3)cc2)n1 (stereo not drawn)
    -3	-7	-5	-3	-3	21	10	-0.6	1.1

Shown as labelled records: entries from further up.
> O=C(c1ccc(Sc2ccc(F)cc2)c([N+](=O)[O-])c1)N1CCOCC1
  FAS TE block = -3 | MT1-MMP act inh = 1 | MsrA act = -2 | E coli Lon inh = 1 | MLLE-PAM2 inh = 8 | SKN-1 inh = 10 | NRP1-CendR mod = -4 | Tb MetRS inh = 0.7 | MsrA inhibitor = 0.2

> NC(=O)c1ccc[n+](CC(=O)c2cccc([N+](=O)[O-])c2)c1
  FAS TE block = -1 | MT1-MMP act inh = 1 | MsrA act = -2 | E coli Lon inh = -19 | MLLE-PAM2 inh = 1 | SKN-1 inh = 0 | NRP1-CendR mod = 4 | Tb MetRS inh = -0.4 | MsrA inhibitor = 1.3

High-throughput results (PubChem BioAssay)
